Screening results: PubChem BioAssay, several laboratories
GSK3A inh: inhibitors of human GSK-3 alpha kinase; inhibition, % at 10 µM; ADP-Glo luminescence, 60 min; 320,000 tested, 0.1% active; AID 2650;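 in the data active = inhibition above about 50%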;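 also: GST-tagged GSK-3 alpha with peptide substrate and 25 µM ATP; 0% = DMSO neutral wells and 100% = GW8510 positive control wells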
DYRK1A inh: inhibitors of rat Dyrk1A kinase. ADP-Glo luminescence, NFATc1 peptide. 310,000 tested, 0.43% active. inhibition, % at 12.5 µM. AID 504441; in the data active = inhibition above about 50%;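 also: plate controls were vehicle with enzyme for no effect and no enzyme for full effect; many of its hits are not listed in these tables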
RGS4 act: potentiators or activators of RGS4; HEK293 M3R/inducible RGS4, carbachol calcium flux Fluo4; hits give low values; B-score at 10 µM; 310,000 tested, 0.92% active; AID 463111;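 active = B-score of the integrated calcium signal more than 4 SD below the library mean, with starting fluorescence not abnormally high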;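 also: negative B-score means reduced calcium response which marks RGS4 activation or potentiation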
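Detection: kinetic calcium fluorescence imaging with Fluo4-AM dye, 2 µM / Material: HEK293 cells with stable M3R and inducible RGS4 / Schedule: recording 10 s baseline at 1 Hz, 100 s post-agonist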
GSK3beta inhib: inhibitors of human GSK3beta kinase. GST-GSK3beta kinase, ADP-Glo luminescence, 60 min; hits give low values. AID 2097. activity score (negative = inhibition), % at 10 µM. 300,000 tested, 0.038% active. P49841;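 active = more than half of replicate wells score below -50%, meaning over 50% inhibition versus plate controls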;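 also: 0% = median DMSO wells and -100% = median GW8510 positive control wells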
Target sequence (P49841 whole entry, looked up): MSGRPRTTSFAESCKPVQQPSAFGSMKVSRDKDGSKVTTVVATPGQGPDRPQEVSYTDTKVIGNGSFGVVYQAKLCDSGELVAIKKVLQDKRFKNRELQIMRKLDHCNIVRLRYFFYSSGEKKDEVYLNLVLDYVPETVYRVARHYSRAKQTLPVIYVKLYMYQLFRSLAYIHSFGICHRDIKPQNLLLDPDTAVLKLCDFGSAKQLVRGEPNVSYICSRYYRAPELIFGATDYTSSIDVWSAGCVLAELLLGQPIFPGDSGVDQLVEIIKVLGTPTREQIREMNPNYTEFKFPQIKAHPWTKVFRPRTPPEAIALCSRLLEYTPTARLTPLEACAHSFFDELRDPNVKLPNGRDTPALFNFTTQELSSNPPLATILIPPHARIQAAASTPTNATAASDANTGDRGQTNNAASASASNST
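Assay system: GST-tagged human GSK3beta kinase, cell-free; Input: 1.6 ng GSK3beta; Medium: Tris/MgCl2 kinase buffer; Timing: 60 min enzyme reaction, room temperature; Signal: ADP-Glo luminescence quantifying ADP generated by kinase; Evaluation: score relative to plate controls; Benchmarks: DMSO neutral wells and GW8510 at 20 µM as positive.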
KCNQ1 inh: blocks the human KCNQ1 potassium channel; 310,000 tested, 1.3% active; CHO-K1 KCNQ1, FluxOR thallium flux fluorescence; hits give high values; B-score at 10 µM; P51787;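 active = compounds whose thallium flux B-score, printed positive for inhibition, exceeds three library SD while starting fluorescence stays within three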;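 also: channel opened by potassium depolarization with thallium stimulus after 20 min compound exposure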
KCNK3 inh: human KCNK3 channel inhibition, primary screen | O14649 | CHO-KCNK3 thallium flux, FluxOR fluorescence; hits give low values | B-score at 10 µM | 340,000 tested, 0.84% active | AID 602410;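 active = B-score under library mean minus 4 SD, starting fluorescence ratio at most library mean plus 5 SD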;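 also: more negative B-score means stronger inhibition of thallium flux through KCNK3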
Target sequence (O14649 whole entry, looked up): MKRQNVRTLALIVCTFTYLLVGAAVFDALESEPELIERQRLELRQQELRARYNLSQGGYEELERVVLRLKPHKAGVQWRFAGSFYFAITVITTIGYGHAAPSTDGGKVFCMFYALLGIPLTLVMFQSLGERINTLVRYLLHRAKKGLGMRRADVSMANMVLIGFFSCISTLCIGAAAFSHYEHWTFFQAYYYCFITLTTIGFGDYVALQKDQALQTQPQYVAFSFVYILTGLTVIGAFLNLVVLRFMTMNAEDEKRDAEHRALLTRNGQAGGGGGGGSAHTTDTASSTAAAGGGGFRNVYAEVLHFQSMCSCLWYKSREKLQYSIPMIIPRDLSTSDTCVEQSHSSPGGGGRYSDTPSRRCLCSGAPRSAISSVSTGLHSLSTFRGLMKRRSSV
KCNQ1 act: human KCNQ1 channel potentiation or activation; P51787; CHO-K1 KCNQ1, thallium flux FluxOR fluorescence; hits give high values; B-score at 10 µM; 310,000 tested, 0.35% active; AID 2648;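 active = fluorescence ratio B-score, a plate-corrected score, at least three library SD, with initial intensity B-score within 5 SD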
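Assay system: CHO-K1 cells stably expressing KCNQ1; Medium: assay buffer with matched DMSO; Also added: K+/Tl+ depolarizing stimulus; Dosing: single dose; Timing: dye 90 min, compound 20 min, room temperature; Measured by: kinetic FluxOR thallium fluorescence, 10-s 1-Hz baseline, 110-s post-stimulus read; Read-out: peak-minus-minimum fluorescence over initial fluorescence, negative-control normalized, B-scored.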
PolyA inhibitor: inhibitors of polyadenylation in S. cerevisiae | S. cerevisiae SKY197-pL101 polyadenylation reporter, beta-gal luminescence; efflux-impaired pdr1/pdr3 knockout yeast; score 100 = 6 SD above DMSO | 300,000 tested, 0.02% active | calls only at 12 µM;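 active = lowest replicate activity score at least 50, where 100 means six control SD above control mean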;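 also: yeast exposed to compound for 9 h at 30 °C; higher score means more reporter readthrough which indicates perturbed polyadenylation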
hERG protect: hERG (human) protection from proarrhythmic block | Q12809 | CHO-hERG, FluxOR thallium flux, dofetilide IC70 present | activation (rescue from dofetilide block), less the hit threshold, % at 10 µM | 310,000 tested, 0.51% active | AID 1511;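 active = activation above the mean of controls blocked by dofetilide plus 5 SD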;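 also: thallium influx through hERG after potassium depolarization seen as dye fluorescence rise; in these data hits start at about 4.7%; inactives centre near -7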
KCNK9 block: blocks the human KCNK9 two-pore domain potassium channel | B-score at 10 µM | HEK293 KCNK9, FluxOR thallium flux fluorescence; hits give low values | AID 488922 | 310,000 tested, 1.2% active;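 active = ratio B-score over 3 SD below the library mean, with starting fluorescence within 5 SD of its mean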;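 also: negative B-score means less thallium flux so channel inhibition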
HDAC3 inh: human HDAC3 inhibition. inhibition, % at 8.3 µM. 320,000 tested, 0.15% active. recombinant HDAC3, fluorogenic peptide/trypsin coupled, fluorescence. AID 2718. O15379; in the data active = inhibition above about 26%, passing the limit was not always enough
Numbers without * were called inactive.

Screening c1ccc(Sc2ncnc3c2oc2ccccc23)nc1 returned GSK3A inh -1, DYRK1A inh 4, RGS4 act inactive, GSK3beta inhib -7, KCNQ1 inh inactive, KCNK3 inh inactive, KCNQ1 act inactive, hERG protect -15, KCNK9 block inactive and HDAC3 inh 2.
`O=C(c1ccccc1)N1CCN(CC(O)Cn2ccc3ccccc32)CC1` (centres undefined) gave GSK3A inh -7, DYRK1A inh -3, RGS4 act inactive, GSK3beta inhib -5, KCNQ1 inh inactive, KCNK3 inh inactive, KCNQ1 act inactive, PolyA inhibitor inactive, hERG protect -12, KCNK9 block inactive and HDAC3 inh -1.
`Cc1ccccc1NC(=O)Cn1nnc(-c2ccc(CN3CCC(C)CC3)cc2)n1` gave GSK3A inh -1, DYRK1A inh -4, RGS4 act inactive, GSK3beta inhib -1, KCNQ1 inh inactive, KCNK3 inh inactive, KCNQ1 act inactive, PolyA inhibitor inactive, hERG protect -8, KCNK9 block inactive and HDAC3 inh 3.
For C=CCn1c(=O)c2ccc(C(=O)NCc3ccccc3)cc2n(Cc2ccccc2Cl)c1=O the results were GSK3A inh 0, DYRK1A inh 0, RGS4 act inactive, GSK3beta inhib -1, KCNQ1 inh inactive, KCNK3 inh inactive, KCNQ1 act inactive, PolyA inhibitor inactive, hERG protect -5, KCNK9 block inactive and HDAC3 inh 0.
For Cc1cc(C)cc(NC(=O)C(Sc2nnc(C)c(=O)[nH]2)c2ccccc2)c1 (centres undefined) the results were GSK3A inh -2, DYRK1A inh 2, RGS4 act inactive, GSK3beta inhib 3, KCNQ1 inh inactive, KCNK3 inh inactive, KCNQ1 act inactive, PolyA inhibitor inactive, hERG protect -6, KCNK9 block inactive and HDAC3 inh -1.
`CCc1nn(C(C)C(=O)NC2CCCCCC2)c(=O)c2cc3occc3n12` (centres undefined) gave GSK3A inh -1, DYRK1A inh -3, RGS4 act inactive, GSK3beta inhib 0, KCNQ1 inh inactive, KCNK3 inh inactive, KCNQ1 act inactive, PolyA inhibitor inactive, hERG protect -5, KCNK9 block inactive and HDAC3 inh 1.
Screening C/C(=N\NC(=O)CCc1ccccc1)C1C(=O)c2ccccc2C1=O returned GSK3A inh -3, DYRK1A inh -10, RGS4 act inactive, GSK3beta inhib 4, KCNQ1 inh inactive, KCNK3 inh inactive, KCNQ1 act inactive, PolyA inhibitor inactive, hERG protect -17, KCNK9 block inactive and HDAC3 inh -2.
O=C(NCc1ccc(Cl)cc1)C(=O)NCC1CCCN1S(=O)(=O)c1cccs1 (centres undefined) was read as GSK3A inh -5, DYRK1A inh -5, RGS4 act inactive, GSK3beta inhib -5, KCNQ1 inh inactive, KCNK3 inh inactive, KCNQ1 act inactive, PolyA inhibitor inactive, hERG protect -11, KCNK9 block inactive and HDAC3 inh -13.
`CC(C)N(C(=O)CSc1nnc(NC(=O)c2ccco2)s1)C(C)C` gave GSK3A inh -2, DYRK1A inh 1, RGS4 act inactive, GSK3beta inhib 1, KCNQ1 inh inactive, KCNK3 inh inactive, KCNQ1 act inactive, PolyA inhibitor inactive, hERG protect -5 and KCNK9 block inactive.
Screening COc1ccccc1NS(=O)(=O)c1cccc(NC(=S)NCCN2CCOCC2)c1 returned GSK3A inh -5, DYRK1A inh 1, RGS4 act inactive, GSK3beta inhib 0, KCNQ1 inh inactive, KCNK3 inh inactive, KCNQ1 act inactive, PolyA inhibitor inactive, hERG protect -8, KCNK9 block inactive and HDAC3 inh 0.
`CCN(CC)S(=O)(=O)c1ccc2c(c1)c(=O)c(C(=O)N1CCN(c3ccccc3)CC1)cn2C` gave GSK3A inh -1, DYRK1A inh 8, RGS4 act inactive, GSK3beta inhib 3, KCNQ1 inh inactive, KCNK3 inh inactive, KCNQ1 act inactive, PolyA inhibitor inactive, hERG protect -6, KCNK9 block inactive and HDAC3 inh -6.
Screening CCN(CC)CCN1C(=O)c2ccccc2NC1c1cccc(F)c1 (centres undefined) returned GSK3A inh -2, DYRK1A inh 6, RGS4 act inactive, GSK3beta inhib 1, KCNQ1 inh inactive, KCNK3 inh inactive, KCNQ1 act inactive, PolyA inhibitor inactive, hERG protect -13, KCNK9 block inactive and HDAC3 inh -20.

The closing 3 entries of the part before lead into the next.
Screening COc1ccccc1NS(=O)(=O)c1cccc(NC(=S)NCCN2CCOCC2)c1 returned GSK3A inh -5, DYRK1A inh 1, RGS4 act inactive, GSK3beta inhib 0, KCNQ1 inh inactive, KCNK3 inh inactive, KCNQ1 act inactive, PolyA inhibitor inactive, hERG protect -8, KCNK9 block inactive and HDAC3 inh 0.
`CCN(CC)S(=O)(=O)c1ccc2c(c1)c(=O)c(C(=O)N1CCN(c3ccccc3)CC1)cn2C` gave GSK3A inh -1, DYRK1A inh 8, RGS4 act inactive, GSK3beta inhib 3, KCNQ1 inh inactive, KCNK3 inh inactive, KCNQ1 act inactive, PolyA inhibitor inactive, hERG protect -6, KCNK9 block inactive and HDAC3 inh -6.
Screening CCN(CC)CCN1C(=O)c2ccccc2NC1c1cccc(F)c1 (centres undefined) returned GSK3A inh -2, DYRK1A inh 6, RGS4 act inactive, GSK3beta inhib 1, KCNQ1 inh inactive, KCNK3 inh inactive, KCNQ1 act inactive, PolyA inhibitor inactive, hERG protect -13, KCNK9 block inactive and HDAC3 inh -20.
`O=C(Nc1ccccc1F)c1cc(S(=O)(=O)N2CCCCC2)cs1` gave GSK3A inh -3, DYRK1A inh -3, RGS4 act inactive, GSK3beta inhib 4, KCNQ1 inh inactive, KCNK3 inh inactive, KCNQ1 act inactive, PolyA inhibitor inactive, hERG protect -8, KCNK9 block inactive and HDAC3 inh -3.
Screening COc1ccc(CCNC(=O)C2CCN(S(=O)(=O)c3ccc(OC)cc3)CC2)cc1 returned GSK3A inh 0, DYRK1A inh 9, RGS4 act inactive, GSK3beta inhib 4, KCNQ1 inh inactive, KCNK3 inh inactive, KCNQ1 act inactive, PolyA inhibitor inactive, hERG protect -7, KCNK9 block inactive and HDAC3 inh -1.
`Cc1csc2ncc(C(=O)Nc3ccc4c(c3)OCCO4)c(=O)n12` gave GSK3A inh 0, DYRK1A inh 4, RGS4 act inactive, GSK3beta inhib 2, KCNQ1 inh inactive, KCNK3 inh inactive, KCNQ1 act inactive, PolyA inhibitor inactive, hERG protect -16, KCNK9 block inactive and HDAC3 inh -6.
CCOCCCNC(=O)C1CC(=O)N(CCc2ccccc2)C1 (centres undefined) was read as GSK3A inh -4, DYRK1A inh -3, RGS4 act inactive, GSK3beta inhib 0, KCNQ1 inh inactive, KCNK3 inh inactive, KCNQ1 act inactive, PolyA inhibitor inactive, hERG protect 1, KCNK9 block inactive and HDAC3 inh 9.
`C=CCn1c(SCc2ccc(C(=O)OC)cc2)nnc1-c1sc(N)nc1C` gave GSK3A inh 0, DYRK1A inh 2, RGS4 act inactive, GSK3beta inhib 2, KCNQ1 inh inactive, KCNK3 inh inactive, KCNQ1 act inactive, PolyA inhibitor inactive, hERG protect -3, KCNK9 block inactive and HDAC3 inh 5.
c1ccc(COc2ccc(CNn3cnnc3)cc2)cc1 was read as GSK3A inh -3, DYRK1A inh 0, RGS4 act inactive, GSK3beta inhib 0, KCNQ1 inh inactive, KCNK3 inh inactive, KCNQ1 act inactive, PolyA inhibitor inactive, hERG protect -5, KCNK9 block inactive and HDAC3 inh 5.
For CCN(CC)CCNc1cc(C)c(C#N)c2nc3ccccc3n12 the results were GSK3A inh 4, RGS4 act inactive, GSK3beta inhib 1, KCNQ1 inh inactive, KCNK3 inh inactive, KCNQ1 act inactive, PolyA inhibitor inactive, hERG protect -4, KCNK9 block inactive and HDAC3 inh -74.
`C#CCNC(=O)C1=C[C@H](C)C[C@H](OCc2ccc(CO)cc2)O1` gave GSK3A inh -1, DYRK1A inh 0, RGS4 act inactive, GSK3beta inhib 2, KCNQ1 inh inactive, KCNK3 inh inactive, KCNQ1 act inactive, PolyA inhibitor inactive, hERG protect -10, KCNK9 block inactive and HDAC3 inh -8.
`Cc1cccc(N(C)Cc2nnc(-c3cccc(Br)c3)o2)c1` gave GSK3A inh 0, DYRK1A inh 2, RGS4 act inactive, GSK3beta inhib -3, KCNQ1 inh inactive, KCNK3 inh inactive, KCNQ1 act inactive, PolyA inhibitor inactive, hERG protect -3, KCNK9 block inactive and HDAC3 inh -2.
`O=C(CSc1ccc2c(c1)OCCO2)NCc1ccccc1` gave GSK3A inh -2, DYRK1A inh 0, RGS4 act inactive, GSK3beta inhib 2, KCNQ1 inh inactive, KCNK3 inh inactive, KCNQ1 act inactive, PolyA inhibitor inactive, hERG protect -2, KCNK9 block inactive and HDAC3 inh 0.
O=C(c1cnccn1)N1CCN(S(=O)(=O)c2ccc3ccccc3c2)CC1 was read as GSK3A inh 20, DYRK1A inh 8, RGS4 act inactive, GSK3beta inhib 0, KCNQ1 inh inactive, KCNK3 inh inactive, KCNQ1 act inactive, PolyA inhibitor inactive, hERG protect -4, KCNK9 block inactive and HDAC3 inh -2.
`COc1ccc(C2C3=C(CCCC3=O)N(CC(=O)O)C3=C2C(=O)CCC3)cc1Cl` gave GSK3A inh -5, DYRK1A inh 11, RGS4 act inactive, GSK3beta inhib 1, KCNQ1 inh inactive, KCNK3 inh inactive, KCNQ1 act inactive, PolyA inhibitor inactive, hERG protect -5, KCNK9 block inactive and HDAC3 inh -16.
For CC(=O)c1c(C)[nH]c(C(=O)NCCc2cccc(C)c2)c1C the results were GSK3A inh 0, DYRK1A inh 0, RGS4 act inactive, GSK3beta inhib -7, KCNQ1 inh inactive, KCNK3 inh inactive, KCNQ1 act inactive, PolyA inhibitor inactive, hERG protect -4, KCNK9 block inactive and HDAC3 inh 0.
For COc1cccc(NCc2nnc(SCC(=O)N(C)C3CCS(=O)(=O)C3)n2C2CCCCC2)c1 (centres undefined) the results were GSK3A inh -3, DYRK1A inh 1, RGS4 act inactive, GSK3beta inhib -1, KCNQ1 inh inactive, KCNK3 inh inactive, KCNQ1 act inactive, PolyA inhibitor inactive, hERG protect -12, KCNK9 block inactive and HDAC3 inh 6.
CC(C)C[C@H](NC(=O)N1CCn2c1nc1ccccc12)C(=O)N[C@@H](Cc1ccccc1)C(=O)O was read as GSK3A inh -5, DYRK1A inh -1, RGS4 act inactive, GSK3beta inhib 2, KCNQ1 inh inactive, KCNK3 inh inactive, KCNQ1 act inactive, hERG protect -5, KCNK9 block inactive and HDAC3 inh -1.

Only part of the results is shown; count on the stated rates, not on these rows.
